Screening data as filed in PubChem BioAssay.
NPY-Y1 antag – blocks the human neuropeptide Y Y1 receptor; inhibition, % at 3.6 µM; P25929; 200,000 compounds, 1% hits; HEK293-CNG Y1 cells, membrane potential fluorescence; NPY at EC95, then isoproterenol;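 active = inhibition above the campaign mean inhibition of all tested compounds plus 3 SD, cut at about 20% in these data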;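 note: 0% = DMSO wells given NPY plus isoproterenol and 100% = isoproterenol alone without NPY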
Target sequence (P25929 whole entry, looked up): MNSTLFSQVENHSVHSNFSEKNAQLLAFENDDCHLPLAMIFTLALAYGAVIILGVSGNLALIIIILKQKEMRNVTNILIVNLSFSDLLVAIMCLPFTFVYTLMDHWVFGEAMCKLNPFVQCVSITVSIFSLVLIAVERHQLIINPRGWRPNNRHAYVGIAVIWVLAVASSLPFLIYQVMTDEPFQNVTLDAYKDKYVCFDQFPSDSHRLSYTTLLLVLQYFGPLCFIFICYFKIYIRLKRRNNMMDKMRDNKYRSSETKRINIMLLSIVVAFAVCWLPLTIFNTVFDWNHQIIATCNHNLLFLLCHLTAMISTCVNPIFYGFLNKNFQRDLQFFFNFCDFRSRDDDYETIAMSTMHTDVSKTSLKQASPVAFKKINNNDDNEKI
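Test system: HEK293 cells co-expressing NPY Y1 receptor and cyclic-nucleotide gated channel; Also added: NPY (25 nM), isoproterenol (1 µM), Ro 20-1724 (25 µM); Compound dosing: one concentration, 3.6 µM, in 0.4% DMSO; Timing: dye 3 h, compound 60 min room temperature, stimulation 45 min; Technique: Membrane-potential fluorescent dye readout.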
RBBP9 inhibitor – inhibitors of human serine hydrolase RBBP9; O75884; recombinant RBBP9, FP-Rh probe fluorescence polarization; inhibition, % at 7.94 µM; 220,000 compounds, 0.2% hits;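 active = inhibition above the campaign mean of all tested compounds plus 3 SD, cut at about 14% in these data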;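 note: plate controls were DMSO wells with RBBP9 for no effect and wells lacking RBBP9 protein for full effect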
Target sequence (O75884 whole entry, looked up): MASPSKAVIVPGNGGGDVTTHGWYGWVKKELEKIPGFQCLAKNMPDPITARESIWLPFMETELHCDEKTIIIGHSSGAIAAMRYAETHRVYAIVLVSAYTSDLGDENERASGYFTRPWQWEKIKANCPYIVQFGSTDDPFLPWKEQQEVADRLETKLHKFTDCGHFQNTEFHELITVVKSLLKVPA
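system = RBBP9 protein | input = RBBP9 at 2.5 µM in dispensed solution, before mixing | measured by = fluorescence polarization (mP), excitation 525 nm, emission 598 nm | incubation = enzyme-compound preincubation 30 min, then probe labeling 45 min, 25 °C | buffer or medium = Tris-NaCl-Pluronic buffer, pH 8.0 | compound = single dose 7.94 µM | also added = FP-Rh probe, 375 nM dispensing solution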
Hck Nef HTS – blocks Nef-activated human Hck kinase; inhibition, % at 20 µM; Recombinant Hck-YEEI plus Nef, Z-Lyte FRET kinase assay; P08631; 220,000 compounds, 0.68% hits; AID 463187;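 active = Hck-Nef kinase inhibition above about 50%, limit read from the data; inactive = inhibition below that limit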;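 note: 0% = DMSO with Hck plus Nef and 100% = Hck alone without Nef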
NPY2 pot ag – potentiates or activates human NPY-Y2 receptor | 220,000 compounds, 0.45% hits | cells expressing NPY-Y2, potentiator/agonist read-out | P49146 | activation, % at 3.6 µM | AID 1359; in the data active = activation above about 27%;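 note: cells stimulated with NPY near EC25 plus isoproterenol at EC100; 0% = vehicle plus submaximal agonist and 100% = vehicle plus saturating agonist; some results beyond the cut were filed as inactive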
Target sequence (P49146 whole entry, looked up): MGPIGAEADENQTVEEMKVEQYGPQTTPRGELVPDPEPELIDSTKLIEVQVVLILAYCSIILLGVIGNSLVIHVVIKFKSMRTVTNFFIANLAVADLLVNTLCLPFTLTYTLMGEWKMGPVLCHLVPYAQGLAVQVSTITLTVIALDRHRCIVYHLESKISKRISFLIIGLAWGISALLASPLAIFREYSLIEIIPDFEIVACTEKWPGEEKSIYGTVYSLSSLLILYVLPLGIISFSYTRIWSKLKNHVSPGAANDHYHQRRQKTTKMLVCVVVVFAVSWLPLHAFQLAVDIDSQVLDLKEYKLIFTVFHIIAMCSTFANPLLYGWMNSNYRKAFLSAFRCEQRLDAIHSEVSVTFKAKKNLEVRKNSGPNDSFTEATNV
MDM2 E3 inh – inhibitors of human Mdm2 E3 ubiquitin ligase; AID 1230; Q00987; signal enhancement, % at 5 µM; cell-based MDM2 ubiquitination luciferase reporter, 2 h; 0 = plate control, 100 = twice control, blank-subtracted; 210,000 compounds, 0.11% hits;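 active = signal enhancement of 30% or more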;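 note: luminescence tracks abundance of the self-degrading MDM2-luciferase fusion protein; higher signal means inhibition of MDM2 E3 ligase activity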
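Material: stable MDM2–luciferase fusion reporter cells / Quantity: 2000 cells/well / Dosing: single 5 µM compound dose, 0.2% final DMSO / Buffer or medium: DMEM / Schedule: 4 h cell settling then 2 h compound exposure, 37 °C / Detection: luminescence with SteadyLite reagent, 15 min at room temperature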
Runt-SMMHC FRET – inhibitors of human RUNX1 Runt domain binding to CBFb-SMMHC; Q01196+Q13951; Cerulean-Runt/Venus-CBFb-SMMHC FRET ratio 530/480, 1 h; inhibition, % at 20 µM; 220,000 compounds, 0.74% hits; AID 1434;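 active = mean inhibition across duplicate retests at 20 µM reaching about 50%, limit read from the data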;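 note: 0% = DMSO wells and 100% = wells with excess untagged CBFb-SMMHC; inhibitors lower the FRET ratio by blocking Runt binding to CBFb-SMMHC; some results filed as inactive read as strong as hits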
NPY-Y1 PAM-ag – potentiates or activates human NPY-Y1 receptor. activation, % at 3.6 µM. 220,000 compounds, 0.37% hits. P25929. NPY-Y1 expressing cells, potentiator/agonist activation; in the data active = activation above about 33%, passing the limit was not always enough;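 note: cells stimulated with NPY at EC10 then isoproterenol at EC100; 0% = low agonist plus stimulus and 100% = saturating agonist plus stimulus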
p97 inhibitor – inhibitors of human p97 ATPase. P55072. recombinant p97 ATPase, Kinase-Glo ATP luminescence, 3 h. inhibition, % at 8 µM. 220,000 compounds, 0.42% hits. AID 1481; in the data active = inhibition above about 15%;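 note: 0% = DMSO vehicle and 100% = wells lacking enzyme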
Runt-CBFb FRET – inhibitors of human RUNX1 Runt domain binding to CBFb; Cerulean-Runt/Venus-CBFb FRET ratio 530/480, 1 h; inhibition, % at 20 µM; 220,000 compounds, 0.46% hits;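 active = inhibition over about 50% at 20 µM in the single-dose screen, limit read from the data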;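 note: 0% = DMSO wells and 100% = excess unlabeled CBFb competitor control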
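Reagent – Venus-CBFb binding partner, 100 nM · Assay system – Cerulean-tagged RUNX1 Runt domain (FRET donor) fusion protein · Input – 100 nM per protein · Incubation – two 1 h room-temperature incubations shielded from light · Measured by – FRET fluorescence · Medium – Tris buffer pH 7.5 with salts and BSA · Benchmarks – unlabeled CBFb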
Starred values were filed as active, the others as inactive; . = not tested or not shown.

no.	structure	NPY-Y1 PAM-ag	MDM2 E3 inh	NPY2 pot ag	Hck Nef HTS	NPY-Y1 antag	p97 inhibitor	Runt-CBFb FRET	RBBP9 inhibitor	Runt-SMMHC FRET
1	CC(c1ccco1)N(C(=O)c1ccc(S(=O)(=O)N2CCCCC2)cc1)c1ccccn1 (centres undefined)	6.3	-9.7	-0.7	9.1	2.6	-1.8	2.0	-5.4	-5.4
2	CCc1nnc(SCC(=O)Nc2ccccc2Cl)nc1CC	-3.0	-1.4	-3.4	24.1	-0.7	4.6	-0.4	-2.5	-2.0
3	c1cc2c(cc1C1=Nn3c(nnc3C3CCCCC3)SC1)OCO2	-13.2	7.2	-11.2	1.2	1.8	-10.2	-0.4	-6.9	-1.7
4	CCOC(=O)C1=C(N)OC2=C(C(=O)CCC2)C1c1ccc(C)s1 (centres undefined)	-11.2	-1.2	2.4	-4.0	-0.2	2.2	-0.4	-1.6	-5.8
5	Cc1sc2ncnc(Sc3nnc4sc5ccccc5n34)c2c1C	0.5	-4.6	-4.0	-0.7	4.5	0.9	-0.1	3.8	-5.3
6	COc1cc2ccccc2cc1C(=O)Nc1ccc(S(=O)(=O)Nc2cc(C)on2)cc1	-11.6	-16.4	-20.8	6.4	9.1	0.8	-1.4	-9.2	-2.3
7	O=C(NC1=NCCS1)c1cccc(OC(F)F)c1	-4.6	-18.8	-10.9	15.7	2.1	6.7	1.0	-4.4	-1.4
8	Cc1nc(N2CCN(C)CC2)c2cc(-c3ccccc3)sc2n1	-7.6	-11.0	-3.2	7.5	-2.4	-0.5	-1.5	-2.3	3.2
9	Cc1cc(C)n(CC(O)CN(c2cccc([N+](=O)[O-])c2)S(=O)(=O)c2ccccc2)n1 (centres undefined)	-6.0	-17.7	-4.2	-13.2	1.2	2.5	-1.8	-2.3	-1.5
10	CCn1c(CSc2nccn2C)nc2cc(C(=O)O)ccc21	-12.8	-17.8	12.7	0.5	-2.4	4.7	17.8	14.7*	53.3*
11	CCn1c(CNC(=O)c2ccc(OC)cc2)nnc1SCC(=O)c1ccccc1	-27.0	-4.9	-0.6	6.8	-1.6	-0.6	0.5	3.2	-6.5
12	Cc1ccc(S(=O)(=O)CCC#N)cc1	2.6	-15.5	-1.6	-0.7	.	3.1	0.9	12.4	-4.9
13	COc1ccccc1NS(=O)(=O)c1cc(C(=O)NCCN2CCOCC2)ccc1Cl	29.1	-4.6	12.7	0.6	-3.1	1.6	1.3	-5.0	1.3
14	COC(=O)CN(c1ccc(C(C)C)cc1)S(=O)(=O)c1c(C)[nH]c(=O)[nH]c1=O	15.4	-9.3	-2.3	-0.3	2.6	1.1	1.5	-0.4	3.0
15	COc1ccc(Cc2nnc(SCC(=O)NC3CCCC3)o2)cc1	3.4	-2.7	-6.7	-10.2	0.3	2.2	1.1	-3.9	1.1
16	Cc1ccc(S(=O)(=O)NNC(=O)c2cc(C)cs2)cc1	-23.4	-5.1	2.7	6.9	.	4.4	-1.9	-1.8	-2.2
17	CC1(C)C(C=C(Cl)Cl)C1C(=O)N1CCN(c2ccccc2)CC1 (centres undefined)	1.3	-0.8	-4.5	2.2	6.2	-3.4	0.8	-3.9	1.7
18	CCNc1nc(NCC)nc(N2CC(=O)N(CC(=O)OCC)C2=N)n1	-0.7	.	-11.3	9.9	-0.2	0.9	.	-3.8	.
19	Cc1nonc1OCCNCCNc1ccc([N+](=O)[O-])cc1Cl	-8.5	-7.9	-20.4	12.2	5.8	-5.3	-0.1	-13.1	-0.9
20	O=P(/C(=N/O)Sc1ccccc1)(N1CCOCC1)N1CCOCC1	3.1	-15.9	5.8	6.6	4.9	-1.9	-1.2	3.9	0.4
21	COc1ccc(C2C(Oc3ccccc3)C(=O)N2c2ccc(C)c(C)c2)cc1OC (centres undefined)	-10.9	.	-0.7	0.2	15.4	0.7	.	-2.1	.
22	CCOc1ccc(NC(=O)CN(C)Cc2cc(=O)n3c(-c4ccccc4)csc3n2)cc1OCC	3.6	-8.7	-3.9	27.4	0.7	3.2	-0.4	0.5	-4.3
23	Cc1[nH]n(-c2cccc(Cl)c2)c(=O)c1-c1ccc(Cl)cc1	26.6	-9.5	14.1	-2.5	-0.7	2.0	1.3	-5.7	-3.1
24	COc1cccc(N=Nc2c(=O)[nH]n3c(C)cc(C)nc23)c1	14.0	-11.2	-0.4	6.4	1.6	5.1	-7.6	-3.0	-4.3
25	COc1ccc(N(C(C)C(=O)N/N=C/c2cc(Br)c(C)o2)S(C)(=O)=O)cc1 (centres undefined)	3.4	-11.6	-0.7	-5.2	7.6	3.5	1.0	5.9	-1.4
26	COc1ccc(C(=O)Nc2ccc(C)cn2)c(OC)c1	-11.5	-72.9	3.7	7.1	5.1	-5.9	-0.4	10.7	2.1
27	C/C(=C\C(=O)c1ccc(C)cc1)Nc1cccc(O)c1	-6.3	-29.0	4.6	8.5	-4.4	2.6	-0.7	-8.7	-0.8
28	CCc1nc(C)cc2c1sc1ccccc12	-12.2	5.8	-39.8	13.9	.	2.5	-0.5	-0.5	-1.1
29	O=C(NCCN1CCOCC1)c1ccc(F)cc1	-8.4	-15.2	1.5	0.9	0.3	-2.6	2.1	1.1	-2.8
30	CCN(CC)CCNC(=O)CS(=O)Cc1nc(-c2ccc(Cl)cc2)oc1C (centres undefined)	-2.3	-14.4	-2.1	-1.3	3.4	-3.1	-0.2	-4.5	-3.7
31	COC(=O)c1ccc(CNC(=O)c2c3c(nc4ccccc24)CCN(Cc2ccccc2)C3)cc1	-38.0	-7.0	-5.6	3.9	1.1	-1.0	-14.2	-3.7	-26.8
32	CCOc1cc(Br)c(Br)c(C=Nc2ccc(NC(C)=O)cc2)c1O	4.8	-4.0	-6.4	62.6*	-3.5	3.9	-4.6	-0.8	-20.2
33	CC(C)(C)n1nnnc1C(c1ccccc1F)N(Cc1ccco1)CC1CCCO1 (centres undefined)	-7.0	-13.9	-4.7	-0.1	11.3	-6.7	-3.5	-8.7	0.0
34	COc1ccc(OC)c2sc(NC(=O)c3ccc(Br)s3)nc12	1.7	-24.4	9.5	23.8	4.4	5.2	-4.9	-3.5	-4.7
35	COc1ccc(-n2c(SCCC#N)nnc2-c2cc(Cl)ccc2OC)cc1Cl	4.3	-1.1	-8.6	2.6	7.6	-0.1	.	-7.5	.
36	Cc1nc(N2CCOCC2)[nH]c(=O)c1CCC(C)C	2.4	-19.4	-5.9	1.8	-4.1	-1.4	1.9	-1.9	-5.7
37	Cc1ccc2[nH]c(-c3ccccc3)cc(=O)c2c1	-8.2	-40.5	-23.8	1.0	10.7	-2.1	0.6	-8.8	5.4
38	C=CCOC(=O)CCP(=O)(CCC(=O)OCC=C)c1ccccc1	13.5	-3.9	20.4	1.3	0.4	-2.2	0.4	-4.1	0.7
39	COc1ccc(OC)c(NC(=O)c2cccc(Cn3cc(Br)c([N+](=O)[O-])n3)c2)c1	-40.2	1.9	-15.5	8.0	1.2	-4.3	1.3	-9.2	1.2
40	CC1(C)CC(=O)C2=C(C1)OC(N)=C(C#N)C21CCN(Cc2ccccc2)CC1	-4.9	-18.2	2.4	1.4	-3.3	2.8	-6.6	-6.8	20.3
41	COc1ccccc1OCCCN1C(=O)C(=O)c2cccc(C)c21	16.8	-3.1	3.6	23.3	0.2	-0.3	.	-8.3	.
42	Cc1ccc(-c2cc(C(=O)Nc3ccccn3)c3ccccc3n2)o1	5.3	-0.4	-2.6	28.2	4.3	2.5	31.8	-8.0	20.3
43	O=C(O)CCC(=O)Nc1ccc(C(=O)OCC(=O)c2ccc(Cl)cc2)cc1	6.2	2.2	-8.3	17.7	-1.6	-0.3	-1.3	-7.0	-0.7
44	CCCn1nnc(NC(=O)/C=C/c2ccc(C(C)C)cc2)n1	-10.9	-14.5	-5.4	1.0	.	-8.0	-1.8	-6.8	54.9
45	CCNC(=O)CC1C(=O)N(c2ccc(F)cc2)C(=O)N1CCC(C)C (centres undefined)	23.6	-6.5	15.7	0.2	4.7	2.5	-0.1	-6.7	-0.4
46	O=C(NC(=S)NCCOCc1ccc(Cl)cc1)c1cccnc1	-10.7	-2.8	-6.4	4.4	0.9	-1.1	-4.1	-7.0	-0.1
47	[O-]c1n[n+](-c2ccc(Cl)cc2)cc2ccccc12	1.8	-4.8	-5.8	26.6	-1.2	1.3	6.8	0.4	3.4
48	O=C(CN1CCC(NC(=O)c2ccccc2Cl)CC1)NCc1ccco1	4.2	-4.0	-20.1	16.9	8.7	6.0	-0.5	4.1	4.2
49	COc1ccc(NCc2ccc([N+](=O)[O-])s2)cc1	4.9	-7.2	8.6	1.4	-2.3	3.9	-3.9	0.1	-9.2
50	Cc1onc(C(=O)Nc2cccnc2Cl)c1[N+](=O)[O-]	-12.1	-6.9	13.9	-17.2	-3.1	-0.2	-1.2	-6.7	-2.5
51	COc1ccc(Nc2nc3c([nH]2)c(=O)[nH]c(=O)n3C)cc1	3.4	-21.4	-10.9	1.4	-0.5	0.7	2.7	-0.3	0.1
52	CN(C)c1oc(/C=C/c2ccccc2)nc1C#N	-10.1	-10.7	-0.3	70.8*	11.3	3.2	62.8*	-0.3	122.2*
53	COc1ccc(OC)c(S(=O)(=O)N(C)CC(=O)N2CCN(c3ccccc3F)CC2)c1	17.7	-10.5	-7.3	5.0	0.7	-7.5	-0.8	-0.3	11.5
54	O=c1cc(CN2CCN(S(=O)(=O)c3ccc4ccccc4c3)CC2)nc2sccn12	-10.0	-8.7	-9.3	11.9	-0.8	-0.6	-2.8	-0.3	-2.0
55	CC(C)CC(NC(=O)c1ccc(Cl)cc1Cl)C(=O)O (centres undefined)	-4.6	-3.0	-7.7	-1.9	11.0	-1.8	1.2	6.8	-0.7
56	CCOC(=O)/C(C#N)=C/c1cccc(C)c1	0.3	-3.6	0.5	-15.2	.	1.5	1.1	-3.0	1.5
57	Cc1ccc(OC(=O)c2cc(C)nn2C(C)(C)C)cc1	-9.3	-10.8	0.6	7.5	.	-1.2	-2.6	-3.3	-0.3
58	O=C(CCl)c1ccc2[nH]c(=O)oc2c1	-0.1	-3.3	1.1	16.8	.	5.3	3.3	-6.1	5.8
